Apaf1 inhib = blocks human Apaf-1 apoptosome activity; O14727; reconstituted apoptosome caspase-3 activity, DEVD-Rh110 fluorescence; inhibition, % at 20 µM; hit rate 0.71% among 330,000; AID 489030; active = inhibition of at least 40% at 20 µM;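 note: plate controls were DMSO wells for no effect and DEVD-CHO caspase inhibitor wells for full effect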
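Material: reconstituted apoptosome with Apaf-1, cytochrome c, caspase-9, procaspase-3, dATP. Technique: Rh110 fluorescence intensity. Buffer or medium: pH 7.5 Hepes buffer with CHAPS, BSA, DTT. Times: 30 min plus 50 min, RT.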
PfGluPho inh = PfG6PD (Plasmodium falciparum) enzyme inhibition | PfGluPho enzyme, NADPH resazurin-diaphorase fluorescence | inhibition, % at 20 µM | hit rate 0.78% among 350,000;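 active = inhibition reaching at least a set limit at 20 µM in the primary screen, cut at about 59% in these data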;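 note: 0% = DMSO wells with substrate and 100% = DMSO wells lacking glucose-6-phosphate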
HKDC1 inhibitor = inhibitors of human hexokinase HKDC1; hit rate 0.16% among 340,000; inhibition, % at 20 µM; recombinant HKDC1, G6PDH/diaphorase resazurin coupled fluorescence; AID 493160; Q2TB90;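 active = inhibition above about 35% when tested at 20 µM, limit read from the data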;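 note: plate controls were DMSO wells with enzyme for no effect and DMSO wells lacking enzyme for full effect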
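Assay system: in-house recombinant HK5 (HKDC1) enzyme. Input: HKDC1 at 5 µg/mL. Medium: Tris pH 8.0 buffer with MgCl2, Tween-20, BSA, BME. Dosing: single 20 µM dose. Schedule: 90 min reaction incubation at room temperature, dark. Signal: resazurin-to-resorufin fluorescence via G6PDH and diaphorase coupling, 525/613 nm. Controls: DMSO-enzyme wells negative, buffer-substituted wells positive.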
NLRP3 yeast inh = NALP3 inhibition in yeast; Yeast reconstituted NLRP3/ASC/caspase-1, beta-gal luminescence, 24 h; inhibition, % at 10 µM; hit rate 0.39% among 330,000; AID 2825;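 active = inhibition of 50% or more; inactive = inhibition below 50%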;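 note: plate controls were induced DMSO wells for no effect and uninduced yeast grown without galactose for full effect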
SENP1 inh = SENP1 (human) catalytic domain inhibition; recombinant SENP1 catalytic domain, CyPet-SUMO1-YPet FRET cleavage; hit rate 0.21% among 360,000; inhibition, % at 10 µM; AID 624204;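 active = inhibition at least 30% at 10 µM, raw YFP signal under a set limit, fluorescence ratio 0.5 to 1.5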;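 note: 0% = enzyme with DMSO and 100% = no enzyme wells; some results filed as inactive read as strong as hits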
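material = recombinant human SENP1 catalytic domain, His6-tagged | quantity = 20 pM enzyme | reagent = 25 nM SUMO1 FRET substrate | compound dosing = 10 µM single point, 0.5% DMSO | timing = 50 min enzyme reaction, room temperature, light-protected | detection = FRET, CFP and YFP emission | control set = no-enzyme low, enzyme-DMSO high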
SENP6 block = blocks the human protease SENP6 | Q9GZR1 | Recombinant SENP6 catalytic domain, aminoluciferin luminescence | inhibition, % at 10 µM | hit rate 1.8% among 330,000;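 active = inhibition above about 50% at the single tested dose, limit read from the data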;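 note: plate controls were DMSO wells with enzyme for no effect and DMSO wells lacking enzyme for full effect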
Target sequence (Q9GZR1 628-1112 limits assumed): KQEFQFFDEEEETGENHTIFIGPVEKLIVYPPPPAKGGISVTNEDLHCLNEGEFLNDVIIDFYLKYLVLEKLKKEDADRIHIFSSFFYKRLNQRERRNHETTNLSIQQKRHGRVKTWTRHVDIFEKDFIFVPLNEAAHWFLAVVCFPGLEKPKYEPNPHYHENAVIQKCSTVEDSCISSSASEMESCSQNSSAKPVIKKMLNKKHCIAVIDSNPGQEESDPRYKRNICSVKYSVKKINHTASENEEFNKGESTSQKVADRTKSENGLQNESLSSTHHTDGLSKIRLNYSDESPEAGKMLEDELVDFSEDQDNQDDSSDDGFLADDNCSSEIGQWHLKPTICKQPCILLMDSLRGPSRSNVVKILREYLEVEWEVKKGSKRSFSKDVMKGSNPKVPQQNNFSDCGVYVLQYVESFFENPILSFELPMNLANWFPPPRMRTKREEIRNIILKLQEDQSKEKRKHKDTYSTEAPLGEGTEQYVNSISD
SENP8 block-1 = SENP8 protease inhibition | Q96LD8 | purified SENP8, Z-RLRGG-aminoluciferin cleavage, luminescence | inhibition, % at 10 µM | hit rate 1.2% among 330,000 | AID 2540; in the data active = inhibition above about 50%
Target sequence (Q96LD8 whole entry, looked up): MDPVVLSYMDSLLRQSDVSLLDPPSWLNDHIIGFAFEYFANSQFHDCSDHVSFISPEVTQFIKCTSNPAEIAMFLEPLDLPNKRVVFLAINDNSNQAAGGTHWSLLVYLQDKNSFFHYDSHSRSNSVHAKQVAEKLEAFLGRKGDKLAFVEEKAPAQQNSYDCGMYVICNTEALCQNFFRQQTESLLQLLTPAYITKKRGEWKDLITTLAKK
SENP8 block-2 = SENP8 (human) protease inhibition; Q96LD8; recombinant SENP8, Nedd8 substrate fluorescence; inhibition, % at 20 µM; hit rate 0.64% among 360,000; AID 602440; in the data active = inhibition mostly above about 40%, no sharp cut-off; inactive = mostly below about 27%
SENP7 block = blocks the human protease SENP7. Q9BQF6. AID 434973. hit rate 1.5% among 330,000. inhibition, % at 5 µM. recombinant SENP7, Z-RLRGG-aminoluciferin luminescence, 40 min;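 active = inhibition above about 50% at the single test dose, limit read from the data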;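 note: plate controls were DMSO with enzyme for no effect and no enzyme buffer wells for full effect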
Target sequence (Q9BQF6 706-1050 limits assumed): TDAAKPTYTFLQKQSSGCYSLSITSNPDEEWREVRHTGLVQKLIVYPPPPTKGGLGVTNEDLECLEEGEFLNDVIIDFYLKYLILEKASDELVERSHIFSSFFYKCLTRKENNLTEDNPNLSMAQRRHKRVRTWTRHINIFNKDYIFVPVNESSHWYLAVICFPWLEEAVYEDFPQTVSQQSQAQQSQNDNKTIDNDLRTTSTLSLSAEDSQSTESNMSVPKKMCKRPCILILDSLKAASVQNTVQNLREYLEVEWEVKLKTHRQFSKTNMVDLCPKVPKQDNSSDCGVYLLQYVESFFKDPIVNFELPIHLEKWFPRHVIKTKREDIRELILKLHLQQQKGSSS
Active calls of the source: *; . = no result given; & = joins results of further samples.

SMILES	Apaf1 inhib	PfGluPho inh	HKDC1 inhibitor	NLRP3 yeast inh	SENP1 inh	SENP6 block	SENP8 block-1	SENP8 block-2	SENP7 block
CCCC(=O)Nc1nc(C)c(-c2csc(Nc3ccc(Cl)cc3)n2)s1	5	14	-2	8	-16	-2	-11	-225	14
CCc1cccc(CC)c1-n1c(SCC(=O)c2c(N)n(C)c(=O)n(C)c2=O)nnc1-c1cccnc1	1	-2	4	6	-3	13	8	22	-2
O=C(NCC12CC3CC(CC(C3)C1)C2)c1nc2ncccn2n1	12	2	-3	4	3	2	10	18	-2
COc1ccc(-n2nc(C(=O)NCC(=O)NCC3COc4ccccc4O3)c3ccccc3c2=O)c(OC)c1 (stereo not given)	12	9	-6	-15	4	-8	-10	-52	-8
Cc1cc(C)c(C#N)c(N2CCN(S(=O)(=O)Cc3ccccc3)CC2)n1	6	-14	0	26	3	-9	-2	-198	10
O=C(C(Cc1ccccc1)n1cccc1)N1CCc2ccccc21 (stereo not given)	14	21	0	20	1	-14	1	9	-4
CC(=O)c1ccc(NC(=O)Nc2cccc(Cl)c2)cc1	7	6	3	-5	0	36	1	21	18
CCC(=O)Nc1ccc2nc(SCC(=O)N3CCCC3)sc2c1	-21	-6	-4	-8	-4	20	2	4	4
COc1ccc(Cc2n[nH]c(=S)n2NC(=O)Nc2ccc(Cl)c(Cl)c2)cc1	21	9	1	16	4	-21	-9	20	3
COc1cc(C2c3c(oc4cc(C)c(C)cc4c3=O)C(=O)N2c2cc(C)ccn2)ccc1O (stereo not given)	10	6	2	-1	2	1	-8	36	-3
O=C(Cn1cc([N+](=O)[O-])cn1)Nc1ccn(Cc2c(F)c(F)c(F)c(F)c2F)n1	7	-16	1	4	0	3	1	12	2
Cc1cc(C)c(NC(=S)NCCO)c(C)c1	-1	-11	0	-1	-2	-18	-10	4	0
COC(=O)C1N[C@@H]([C@@H](NC(=O)COc2ccccc2)C(=O)NCc2ccc(OC)cc2)SC1(C)C (stereo not given in full)	7	2	0	6	2	-16	-13	-5	33
COc1ccc(C2NC(=S)N3C(c4ccc(OC)cc4)NC(=S)N23)cc1 (stereo not given)	-2	17	4	25	-1	35	2	20	3
COc1ccc(C(C(=O)NC2CCCCC2)N(C(=O)c2ccccn2)c2cccnc2)c(OC)c1 (stereo not given)	5	2	-7	-1	1	-29	-4	12	-10
O=C(O)CCCC(=O)Nc1ccccc1SCCS(=O)(=O)c1ccc(Cl)cc1	.	6	1	.	-1	.	.	12	.
Cc1ccc(S(=O)(=O)N2CCC(C(=O)N[C@@H](C)C(=O)Nc3ccc4c(c3)OCO4)CC2)cc1	1	13	6	11	-2	-4	-8	6	-3
CC1(C)CC(=O)C(Sc2ccc(Br)cc2)=C(O)C1	-9	9	-4	16	1	-13	-2	18	-2
O=C1c2ccccc2C(=O)N1CCOc1ccccc1Cl	10	-3	-4	17	1	51*	37	9	59*
O=C(NCCCN1CCOCC1)C(=O)N/N=C/c1c2ccccc2cc2ccccc12	12	24	-7	10	-26	-2	-6	-30	4
Cc1ccc(C(O)(CCN2CCCCC2)c2ccccc2)cc1 (stereo not given)	1	14	-8	11	0	-25	-3	2	0
Cn1c(=O)c2c(nc(SCCCO)n2Cc2ccccc2Cl)n(C)c1=O	-1	2	-4	1	4	-8	8	7	5
COc1ccc(CNC(=O)C2CC(c3cccc([N+](=O)[O-])c3)=NO2)cc1 (stereo not given)	7	8	-2	16	1	5	1	19	-6
O=C(CCN1C(=O)S/C(=C/c2ccccc2)C1=O)Nc1ccc(O)c(C(=O)O)c1	2	-45	7	6	-1	-2	-7	-363	12
O=c1c(Cc2ccc(F)cc2)c(O)ccn1Cc1ccco1	1	22	-5	18	3	1	1	5	0
Cc1cccc(NC(=S)N/C(=N/S(=O)(=O)c2ccccc2)c2ccccc2)c1	-3	-2&18	-1&4	17	-2&2	-5	1	9&15	-4
O=C(COc1ccc(Br)cc1)OCc1nnc(-c2ccccc2)o1	11	-10	6	22	5	-19	-10	6	1
COCCN(C(=O)CCC(=O)Nc1nccs1)C(C(=O)NCCC(C)C)c1ccc(F)cc1 (stereo not given)	8	4	-5	10	1	-7	5	4	-5
COc1ccccc1NC(=O)c1ccc(NC(=O)COC(=O)C2CCCCC2)cc1	0	10	-11	6	1	5	-8	9	-1
CCc1cccc(C)c1NC(=O)COC(=O)c1ccc2c(c1)S(=O)(=O)c1ccccc1C2=O	11	-11	-9	13	3	-20	-6	18	3

Profiles, looked up by structure.
`CC1(C)CC(=O)C(Sc2ccc(Br)cc2)=C(O)C1` across the screens: Apaf1 inhib = -9; PfGluPho inh = 9; HKDC1 inhibitor = -4; NLRP3 yeast inh = 16; SENP1 inh = 1; SENP6 block = -13; SENP8 block-1 = -2; SENP8 block-2 = 18; SENP7 block = -2
`CCc1cccc(C)c1NC(=O)COC(=O)c1ccc2c(c1)S(=O)(=O)c1ccccc1C2=O` across the screens: Apaf1 inhib = 11; PfGluPho inh = -11; HKDC1 inhibitor = -9; NLRP3 yeast inh = 13; SENP1 inh = 3; SENP6 block = -20; SENP8 block-1 = -6; SENP8 block-2 = 18; SENP7 block = 3
`COc1ccc(CNC(=O)C2CC(c3cccc([N+](=O)[O-])c3)=NO2)cc1` (stereo not given) across the screens: Apaf1 inhib = 7; PfGluPho inh = 8; HKDC1 inhibitor = -2; NLRP3 yeast inh = 16; SENP1 inh = 1; SENP6 block = 5; SENP8 block-1 = 1; SENP8 block-2 = 19; SENP7 block = -6

Following part:
SMILES	Apaf1 inhib	PfGluPho inh	HKDC1 inhibitor	NLRP3 yeast inh	SENP1 inh	SENP6 block	SENP8 block-1	SENP8 block-2	SENP7 block
Cc1ccc(NC(=O)C2CC(=O)N(c3ccccc3Cl)C2)cc1S(=O)(=O)N1CCOCC1 (stereo not given)	.	-11	-1	.	2	.	.	2	.
O=C1CCN(CCc2ccccc2)CCN1CCO	-1	8	-1	7	0	-7	-14	3	-3
Cc1cnc(NC(=O)c2ccc3c(c2)C(=O)N(Cc2ccco2)C3=O)s1	11	-15	-8	20	2	7	-9	18	5
CCn1c(SCC(=O)Nc2ccc(N3CCOCC3)cc2)nnc1-c1ccc(OC)cc1	6	-9	4	31	-1	-2	-6	15	11
COc1ccccc1N1CCN(C(CNC(=O)c2ccc3c(c2)OCO3)c2cccnc2)CC1 (stereo not given)	-4	-15	1	10	-3	14	12	19	3
CCS(=O)(=O)N1Cc2ccccc2CC1C(=O)N1CCN(c2cccc(C)c2C)CC1 (stereo not given)	24	6	3	21	-3	7	-2	16	8
O=C1CC(C(=O)O)S/C(=N\N=C\c2ccc(Br)cc2)N1 (stereo not given)	-6	-15	-7	-5	2	4	-12	24	-8
Cc1ccc(C)c(OCCC(=O)NNC(=O)c2ccccc2)c1	-2	-13	-2	9	1	0	-1	3	8
CC(=O)NN1C(=O)/C(=C2/Sc3ccccc3N2C)SC1=S	-1	10	0	7	-23	-14	3	8	-3
Clc1ccccc1CSc1snnc1-c1ccccc1	12	6	-3	-10	1	26	-1	15	2
CCn1cc(C(=O)OCc2ccccc2)c(=O)c2ccc(C)nc21	-3	11	-6	23	2	5	-5	16	-28
O=C1c2cc(O)cc(O)c2C(=O)c2c1cc(O)c([C@@H](CO)CCO)c2O	13	6	2	12	12	47	39	-1	11
Cc1ccc(Nc2nc3ccccc3n3cnnc23)cc1C	17	15	-5	33	-1	-7	-7	-51	4
CCOC(=O)Cn1c(-c2cccnc2Cl)nc2cc(C)c(C)cc21	8	-5	5	19	0	1	0	-36	13
COc1ccc(OCC(=O)NCCNC(=O)c2ccncc2)cc1	1	-24	-4	3	3	-7	3	15	2
CCCCCN=C(C)c1c(O)c2ccccc2oc1=O	11	-5	3	20	0	2	-4	4	6
Cc1cc(Cl)ccc1OCC(=O)OCC(=O)Nc1ccc(F)c([N+](=O)[O-])c1	.	-11	-11	.	7	.	.	17	.
Cc1cc(C)cc(NC(=O)CCc2nc3sc4c(c3c(=O)[nH]2)CCCC4)c1	4	-2	-5	19	-25	-11	7	-42	-12
COc1ccc(CC(=O)N/N=C(/C)CC(=O)N(C)c2ccccc2)cc1	3	-18	-1	6	-11	-6	-13	3	-8
CC(=O)N1CCC2(CC1)CC(=O)c1cc(OCC(=O)N3CCCC3)ccc1O2	7	-10	-1	5	-10	-2	-10	-431	-6
CCn1cc(C(=O)N[C@H](C)c2ccccc2)c(=O)c2cc(F)c(N3CCN(C)CC3)cc21	12	25	2	18	0	-10	-4	-63	-4
COc1ccc(C(=O)/C=C/NCc2ccc(F)cc2)cc1OC	9	-8	-3	14	-10	-4	-1	-30	-3
c1ccc(Cc2nnc3sc(Nc4ccccc4)nn23)cc1	18	9	-8	-4	0	-10	1	14	-7
CCc1ccc(C(CC(=O)c2ccc(Cl)cc2)C(=O)O)cc1 (stereo not given)	6	12	-1	22	2	-12	-9	17	4
COc1ccccc1NS(=O)(=O)c1ccc(C)c(C(=O)NCC(c2cccs2)N2CCOCC2)c1 (stereo not given)	.	0	-3	.	-1	.	.	2	.
COc1ccc(C(=O)NCCn2cc(SCC(=O)Nc3nnc(C)s3)c3ccccc32)cc1	-13	-5	-4	6	0	26	3	8	-1
CC(=O)c1ccc(N2CCN(C(=O)c3ccc4[nH]c(C)c(C)c4c3)CC2)cc1	12	-5	3	15	0	-2	0	-198	-1
Cc1[nH]n(-c2ccc(F)cc2)c(=O)c1/C=N/c1sc2c(c1C#N)CCCC2	25	-6	8	11	1	11	8	48*	8
C=CCNC(=O)c1cc(C(=O)C(C)c2ncc(C(F)(F)F)cc2Cl)c[nH]1 (stereo not given)	2	14	16	7	3	10	-10	15	6
CCC(CO)NCc1ccc(OCC(=O)Nc2cccc(C(F)(F)F)c2)c(OC)c1 (stereo not given)	1	8	-4	0	-2	-16	-4	31	5
CCOC(=O)C(CC)/C(C)=N\NC(=O)c1ccccc1O (stereo not given)	2	-28	-24	8	-1	-2	-17	-173	-3
CCOC(=O)c1nn(-c2ccccc2)c(=O)c2c(NC(C)=O)scc12	-7	22	-9	11	-4	-14	6	-109	-5
C=CCOc1ccc2c(CC)cc(=O)oc2c1C	-6	-5	-5	31	-6	-17	5	-121	-6
O=C(CSC1=NCCS1)NC1CCCC1	-5	-14	-2	17	0	-21	0	26	-3
O=C(c1ccc([N+](=O)[O-])cc1)N(Cc1ccc(Cl)cc1Cl)N1C(=O)CCCC1=O	-4	8	-9	4	0	3	3	6	0
O=C(NCC1CCCO1)c1ccc(-c2cccc(C(F)(F)F)c2)o1 (stereo not given)	0	0	3	9	1	3	-7	-5	3
CC(Cc1ccccc1)C(=O)Nc1ccc(Br)cc1 (stereo not given)	11	14	6	16	-1	13	2	4	2
CC1(c2ccccc2)CC(C)(C)N2C(=O)/C(=C3\SC(=S)NC3=O)c3cccc1c32 (stereo not given)	.	-7	18	.	3	.	.	27	.
Cn1c(=O)c(=O)n(C)c2cc(S(=O)(=O)NCCOc3ccccc3)ccc21	-7	-5	-8	18	-1	7	3	-18	0

High-throughput results as filed in PubChem BioAssay.

No enrichment for hits; about 4.1% have a hit in one of these screens.
